Compound activity: PubChem, NCI
yeast mlh1 rad18: NCI yeast anticancer drug screen, S. cerevisiae mlh1 rad18 strain | AID 175 | hit rate 11% among 79,000 | growth inhibition, % at 50 µM;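 further: 0% = growth of vehicle-only cultures of the same strain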
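Cells of a genetically altered yeast strain, deficient in DNA damage repair, were treated with compound. Their growth was then compared with that of vehicle-treated cultures to give inhibition.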
mec2-1: NCI yeast anticancer drug screen, S. cerevisiae mec2-1 strain; % growth inhibition at 50 µM; hit rate 9% among 79,000; AID 157;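 further: 0% = growth of vehicle-only cultures of the same strain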
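Using mec2-1 yeast: add compound, measure growth, express inhibition versus vehicle-treated cultures.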
cln2 rad14: NCI yeast anticancer drug screen, S. cerevisiae cln2 rad14 strain; % growth inhibition at 50 µM; hit rate 8.3% among 78,000; AID 165;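 further: 0% = growth of vehicle-only cultures of the same strain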
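Test compounds were added to cln2 rad14 yeast cultures; inhibition of growth was then determined by comparison with vehicle treatment.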
yeast rad50: NCI yeast anticancer drug screen, S. cerevisiae rad50 strain. growth inhibition, % at 50 µM. hit rate 10% among 79,000. AID 155;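 further: 0% = growth of vehicle-only cultures of the same strain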
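Genetically altered yeast (DNA repair pathway); compound treatment; growth inhibition vs vehicle ctrl.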
bub3: NCI yeast anticancer drug screen, S. cerevisiae bub3 mutant strain; % growth inhibition at 50 µM; hit rate 9.9% among 78,000; AID 167;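 further: 0% = growth of vehicle-only cultures of the same strain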
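Yeast carrying a defined mutation is treated with each compound, and growth is compared with that of vehicle-exposed cells to give inhibition.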
yeast sgs1 mgt1: NCI yeast anticancer drug screen, S. cerevisiae sgs1 mgt1 strain; growth inhibition, % at 50 µM; hit rate 10% among 78,000; AID 161;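 further: 0% = growth of vehicle-only cultures of the same strain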
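This yeast growth screen uses a strain with defined DNA-repair lesions; compound-treated growth is compared with vehicle-treated growth.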
Numbers without * were called inactive; . = not tested or not shown; & = joins results of further samples; ! = not confirmed by another sample. No stated cut-off is given here; in the data, active means growth inhibition above about 70%; inactive means the rest. An unsorted share of the library. Share with any hit: about 14%.

Values run as follows: yeast mlh1 rad18, mec2-1, cln2 rad14, yeast rad50, bub3, yeast sgs1 mgt1
CC(C)C1=CC2(O)CCC3C(C)(C(=O)O)CCCC3(C)C2CC1=O (centres undefined)
→ -4, -2, -34, -10, 4, 12
CCc1nc(N)nc(N)c1-c1ccc(Cl)c(N=[N+]=[N-])c1
→ 28&-2, 66&-15, 62&-7, 71*!, 54&6, 62&-1
CNC(=O)OCc1nc(SC)n(C)c1COC(=O)NC
→ 18&13, 9&-4, 6&-9, 15&14, 4&-24, -7&-6
CC1=C(C)C(C#N)(C(=O)CBr)C(=N)O1 (centres undefined)
→ 68, 28, 0, 37, 33, 44
CC(=O)Cc1ccc[cH-]1.[Fe+2].c1cc[cH-]c1
→ 93*, 61, 41, 96*, 72*, 87*
CC(C)OC(=O)c1cc(NC(=S)OC(C)C)ccc1Cl
→ 85*, 10, 15, 4, 32, 23
CC(NC(=O)OC(C)(C)C)C(=O)NC(Cc1ccccc1)C(=O)NCC(=O)ON=C1CCCC1 (centres undefined)
→ 24, 4, 7, 37, 2, 33
Cc1c(Br)c(=O)[nH]c2c(C)cccc12
→ 15, 4, 4, 22, 4, -6
CN(NC1OC(=O)c2ccccc21)c1ccc(C(F)(F)F)cc1[N+](=O)[O-] (centres undefined)
→ 55, 54, 71*, 66, 36, 55
CC(=O)Nc1ccc2c(c1)C(=O)c1cc(Cl)ccc1-2
→ -9, -6, -28, 0, -2, 6
CC(=O)OCC1OC(n2c(=S)n(-c3ccccc3)c(=O)c3cc(Br)ccc32)C(OC(C)=O)C(OC(C)=O)C1OC(C)=O (centres undefined)
→ -19&12, -28&-2, 15&5, -36&5, 0&-15, -27&1
CCOc1ccc(N=[N+]([O-])c2ccc(OCC)cc2)cc1
→ -9, -24, -4, 8, 2, -9
O=C(NO)c1cccc(O)c1O
→ -64, -37, 6, 38, -17, -26
CC/C=C(\C)C1(CC)C(=O)NC(=O)N=C1N (centres undefined)
→ -12, 4, 5, -1, -2, 6
c1cc2c3c(c1)ccc1cccc(c13)C2
→ 27, -26, 12, 40, 25, 13
Cc1cc(Cl)nc(Nc2ccccc2)n1
→ 14, -2, -2, 13, 9, 4
O=C1CC(c2ccccc2)NCCCCN2CC(CN1)C(C(O)c1ccccc1)C2=O (centres undefined)
→ -49, -35, 9, -20, -45, -39
CNC(=O)OCc1nc(SSC(C)(C)C)n(C)c1COC(=O)NC
→ -9, -2, 2, 3, 16, 20
COc1ccc(C(C)=O)cc1CCCO
→ 21, 6, 31, -2, 13, 0
COC(=O)C(=O)C(C(=O)C=C(C)C)C(=O)C(=O)Nc1ccc(Cl)cc1C (centres undefined)
→ -2, -4, 26, 2, -9, -1
CC(C)N=C1NS(=O)(=O)c2ccccc21
→ 3, -4, 18, 6, 21, 0
CCSC(=S)S
→ 0, -23, 7, 0, 0, -12
CCCCN1C(=O)C(=O)N(CCc2ccc(OC)c(OC)c2)C1=O
→ 18, 6, 19, 28, 1, 12
O=C1CC[C@@H](S(=O)(=O)c2ccccc2)[C@@H](/C=C/c2ccccc2)O1
→ -7, -2, -13, -27, -11, 7
COc1c(C)c(C)c(OC)c(CC(=O)O)c1C
→ 5, -1, -35, -3, -18, -4
CCNCCN(CC)CC
→ -17, -6, 6, -13, 0, -21
CCC1N2CCCCC2[C@@H]2c3[nH]c4ccccc4c3CCN12 (some centres undefined)
→ 10, -32, -1, 18, -3, -4
OC(CNc1ccc(Cl)nn1)c1ccccc1 (centres undefined)
→ -15, -10, 13, -3, 10, 21
COc1cc2c(cc1OC)[C@H](c1cc(OC)c3c(c1)OCO3)[C@H]1C(=O)OCC1C2 (some centres undefined)
→ 15, 0, 5, 11, 31, 0
O=C1OCCOCCOCCOCCOC(=O)C1c1ccccc1
→ 2, 7, 2, 5, 15, 7
C/C=C/c1cc2c(c(=O)o1)C(=O)[C@@H](O)[C@H](C)O2
→ 60, 2, -1, 24, 19, 34
Cc1cn(C2CC(OS(C)(=O)=O)C(COC(c3ccccc3)(c3ccccc3)c3ccccc3)O2)c(=O)[nH]c1=O (centres undefined)
→ 15, 2, -15, 31, -1, 17
COc1ccc(Cl)cc1[N+](=O)[O-]
→ 18, 3, 10, 28, 14, -4
CCOc1nc(N)nc(C)c1N=Nc1ccccc1C
→ 16, 18, -12, 19, 12, 6
CC(C)C1/C(=N/O)CC(c2ccccc2)N(N=O)C1c1ccccc1 (centres undefined)
→ 90*, 93*, 88*, 82*, 88*, 91*
Cn1cnc([N+](=O)[O-])c1Sc1n[nH]c(-c2ccc(Cl)cc2)n1
→ -6, 2, 21, -12, 17, -8
O=C(O)/C=C\C(=O)Nc1ccc2c(c1)-c1ccccc1C2
→ 2, -16, -22, -7, -28, -15
CC(=O)NC(C(=O)O)C(C)C (centres undefined)
→ 7, -1, -4, 6, 1, -5
Cc1[nH]nc2c(=N)n(O)cnc12
→ 7, 11, -38, -2, -7, -4
COc1cc(OC)c(C/C=C/c2ccccc2)cc1O
→ 89*, -16, 20, 10, -28, 16
O=c1[nH]c2cc([N+](=O)[O-])ccc2nc1/C=C(\O)c1ccco1
→ 22, -14, -1, 8, -19, 8
CCC(c1ccc(Cl)cc1)N(CC)c1ccccn1 (centres undefined)
→ -30, 0, -52, 7, 4, 17
NC(=O)c1ccc(CO)c(Br)c1
→ -7, -4, -5, -3, -3, -10
O=C(CC1(Cl)C(F)(F)C(F)(F)C1(F)F)c1ccccc1
→ 67, 25, 48, 14, 9, 13
Cc1ccc2c(=O)c(C(=O)O)c[nH]c2n1
→ 22, -14, 23, 22, 30, 15
C=CS(=O)(=O)c1ccc(C)cc1
→ 88*, 79*, 37, 84*, 76*, 81*
CCCCCCSC[C@H](OC(C)=O)[C@@H](OC(C)=O)[C@@H](OC(C)=O)[C@@H](COC(C)=O)OC(C)=O
→ -5, -15, -3, -7, 9, 3
COc1ccc2nc3cc(Cl)ccc3c(NCCCCN(C)C)c2c1
→ 32, 36, 89*, 41, 40, 38
O=S(=O)(O)c1ccc(-c2nnc(-c3ccccn3)nc2-c2ccc(S(=O)(=O)O)o2)o1
→ -7, -8, -35, 7, -16, 1
Cc1cc(=O)oc2c(CNC(C(=O)O)C(C)O)c(O)ccc12 (centres undefined)
→ -45, -26, -29, -24, 0, -29

Full records, looked up by structure.
Entry for CCC(c1ccc(Cl)cc1)N(CC)c1ccccn1 (centres undefined) : yeast mlh1 rad18 = -30; mec2-1 = 0; cln2 rad14 = -52; yeast rad50 = 7; bub3 = 4; yeast sgs1 mgt1 = 17
Entry for CCCCCCSC[C@H](OC(C)=O)[C@@H](OC(C)=O)[C@@H](OC(C)=O)[C@@H](COC(C)=O)OC(C)=O : yeast mlh1 rad18 = -5; mec2-1 = -15; cln2 rad14 = -3; yeast rad50 = -7; bub3 = 9; yeast sgs1 mgt1 = 3

Carrying on:
Values run as follows: yeast mlh1 rad18, mec2-1, cln2 rad14, yeast rad50, bub3, yeast sgs1 mgt1
N#CC(c1cc2c(cc1Br)OCO2)N1CCOCC1 (centres undefined)
→ -12, 19, 8, 18, 46, 11
CCCCCCCCCCN1CCC(N2CCCCC2)CC1
→ 56, 11, 29, 45, 51, 66
CCCCCCCCCCCC[N+](C)(C)C (tested in a mixture with another compound)
→ 64, 94*, 11, 68, 89*, 49
CSc1ccccc1N=Cc1c(N)ccc(C)c1C
→ 65, 58, -10, 12, 17, 31
COc1ccccc1NC(=O)C1=C(C)NC(C)=C(C(=O)Nc2ccccc2OC)C1c1ccccc1Cl
→ 23, -4, 18, 11, -6, 4
COc1ccc2c(c1)CC[C@@H]1[C@@H]2CC[C@]2(C)/C(=N/OCCN3CCCCC3)CC[C@@H]12
→ 83*, 71*, 79*, 76*, 80*, 87*
Nc1ncnc2c1ncn2C1OC(CO)C(OC2OC(CO)C(O)C(O)C2O)C(O)C1O (centres undefined)
→ -22, -17, -6, -20, -19, -20
COc1cc(C(C)C(C(=O)O)C(=O)C(=O)O)cc(OC)c1OC (centres undefined)
→ 45, 10, -22, 1, 45, -4
O=C(O)CCSSCCC(=O)O
→ 11, 6, -2, 7, -4, 11
Nc1ccc2ncnn2c1
→ -8, -10, 10, -2, 10, -2
NC(=O)c1cc(O)cc(O)c1
→ 6, -9, 17, -3, -5, -13
Cc1ccc(S(=O)(=O)N/N=C/C(C)(c2ccccc2)c2ccccc2)cc1
→ 48, 52, 40, 71*, 16, 69
CCCOC(=O)C(=O)C(C#N)c1ccccc1 (centres undefined)
→ 17, 0, ., 21, ., .
CCCCCCC(=O)/C=C/c1cccc(OCOCC)c1
→ -40, -16, -16, -24, 9, 12
CCOc1ccc(N=NC2C(=O)N(C(=O)CC(=O)Nc3ccc(C)cc3)N=C2C)cc1 (centres undefined)
→ 37, 14, 11, 29, -3, 28
COc1ccc(-n2c(SCC(=O)NC(=O)Nc3ccccc3)nc3c(Br)cc(Br)cc3c2=O)cc1
→ -11, -5, 7, -14, -3, -22
N#Cc1nc(-c2cc([N+](=O)[O-])cc([N+](=O)[O-])c2)oc1N
→ -9, -11, 2, -15, 0, -5
NC(=O)c1ncn2c1CNC(=O)C2
→ 19, -6, 7, 23, 24, 28
CC(=O)N[C@]1(C)CCC2C[C@H]1C(C)=NC2(C)C
→ -14, 4, 12, -6, 1, -2
Nc1c(N2CCCCC2)c(=O)nc2[nH]/c(=C\c3ccccc3)c(=O)n12
→ -56, -26, 13, -9, 18, 17
OC(CCl)c1ccc2ccc3c(c2c1)Nc1ccccc1S3 (centres undefined)
→ 96*, 97*, 79*, 80*, 88*, 97*
COC1/C=C/OC2(C)Oc3c(C)c(O)c4c(c3C2=O)C(=O)C=C(NC(=O)/C(C)=C\C=C\C(C)C2OC(C)(C)OC(C2C)C(C)C(OC(C)=O)C1C)C4=O (centres undefined)
→ 61, 57, 57, 52, 46, 61
CC(=O)OCC1OC(Sc2cccc3ccccc23)C(OC(C)=O)C(OC(C)=O)C1OC(C)=O (centres undefined)
→ 3, -6, -21, -17, 0, -5
COC(=O)C(C#N)=C1CCCC1
→ -35, -25, -8, -8, -22, -12
O=c1c2ncccc2cc2n1CCc1c-2[nH]c2ccccc12
→ 0, -16, -5, -15, -1, 6
C=CCNc1n[nH]c(=S)s1
→ 6, 10, 16, 11, 20, 37
CCOc1ccccc1N
→ -20, 16, 10, 9, -32, -34
Cc1cc(C)cc(Cc2ccc3ccccc3c2)c1
→ 8, -4, -12, 3, 9, -1
O=C(NO)c1ccc([N+](=O)[O-])cc1
→ 22, 31, 7, 58, 18, 46

Compounds above that have a Cl atom (13):
Values run as follows: yeast mlh1 rad18, mec2-1, cln2 rad14, yeast rad50, bub3, yeast sgs1 mgt1
CCc1nc(N)nc(N)c1-c1ccc(Cl)c(N=[N+]=[N-])c1
→ 28&-2, 66&-15, 62&-7, 71*!, 54&6, 62&-1
CC(C)OC(=O)c1cc(NC(=S)OC(C)C)ccc1Cl
→ 85*, 10, 15, 4, 32, 23
CC(=O)Nc1ccc2c(c1)C(=O)c1cc(Cl)ccc1-2
→ -9, -6, -28, 0, -2, 6
Cc1cc(Cl)nc(Nc2ccccc2)n1
→ 14, -2, -2, 13, 9, 4
COC(=O)C(=O)C(C(=O)C=C(C)C)C(=O)C(=O)Nc1ccc(Cl)cc1C (centres undefined)
→ -2, -4, 26, 2, -9, -1
OC(CNc1ccc(Cl)nn1)c1ccccc1 (centres undefined)
→ -15, -10, 13, -3, 10, 21
COc1ccc(Cl)cc1[N+](=O)[O-]
→ 18, 3, 10, 28, 14, -4
Cn1cnc([N+](=O)[O-])c1Sc1n[nH]c(-c2ccc(Cl)cc2)n1
→ -6, 2, 21, -12, 17, -8
CCC(c1ccc(Cl)cc1)N(CC)c1ccccn1 (centres undefined)
→ -30, 0, -52, 7, 4, 17
O=C(CC1(Cl)C(F)(F)C(F)(F)C1(F)F)c1ccccc1
→ 67, 25, 48, 14, 9, 13
COc1ccc2nc3cc(Cl)ccc3c(NCCCCN(C)C)c2c1
→ 32, 36, 89*, 41, 40, 38
COc1ccccc1NC(=O)C1=C(C)NC(C)=C(C(=O)Nc2ccccc2OC)C1c1ccccc1Cl
→ 23, -4, 18, 11, -6, 4
OC(CCl)c1ccc2ccc3c(c2c1)Nc1ccccc1S3 (centres undefined)
→ 96*, 97*, 79*, 80*, 88*, 97*
